# Granule exo inh = blocks lytic granule exocytosis; TALL-104 LAMP-1 surface exposure, flow cytometry; cells stimulated with thapsigargin and PMA; inhibition, % at 10 µM; 360,000 tested, 0.66% active;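 active = inhibition above about 55%, limit read from the data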
# ABHD5 PLIN5 PPI = blocks binding of human ABHD5 to perilipin-5; Split G. princeps luciferase complementation, luminescence, 4 h; inhibition, % at 4 µM; 360,000 tested, 0.78% active; AID 602281;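 active = inhibition above the mean inhibition across every tested compound plus 3 SD, cut at about 22% in these data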;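 note: 0% = DMSO only wells and the 100% control is not disclosed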
# SRC3 inh = inhibitors of human steroid receptor coactivator 3 (SRC3); 360,000 tested, 0.17% active; Q9Y6Q9; HEK293 GAL4-SRC3 luciferase reporter, luminescence; inhibition, % at 3.6 µM; AID 588352;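 active = inhibition above a per-campaign cutoff, the mean of all compounds plus 3 SD, cut at about 60% in these data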;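 note: 0% = DMSO-treated cells and 100% = gossypol-treated cells at 36 µM; higher means less SRC3-driven luciferase light from the GAL4 reporter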
# COUP-TFII inh = blocks human COUP-TFII nuclear receptor | AID 686940 | HEK293T NGFI-A luciferase reporter, luminescence | inhibition, % at 8.6 µM | 370,000 tested, 0.7% active;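 active = inhibition above a per-plate cutoff, mean inhibition of test wells between control levels plus 3 SD, cut at about 38% in these data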;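 note: cells cotransfected with COUP-TFII expression vector driving the NGFI-A reporter; 0% = median of COUP-TF2 test wells and 100% = reporter-only cells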
# TROY NFkB inh = TROY signaling inhibition; Q293 LMP1-TROYcd NF-kB luciferase reporter, 4 h; inhibition, % at 10 µM; 360,000 tested, 0.98% active;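 active = compounds whose plate-normalised and pattern-corrected inhibition of the luciferase reporter signal at the single screening dose is 50% or more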
# NR5A2 inv ag = suppresses constitutive activity of human LRH-1; O00482; HEK293T StAR-luciferase reporter, LRH-1 transfected, 24 h; inhibition, % at 3.6 µM; 360,000 tested, 0.13% active;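 active = inhibition above the mean inhibition of all tested compounds plus 3 SD, cut at about 73% in these data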;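 note: 0% = DMSO wells and 100% = reporter-only cells lacking LRH-1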
# TLR9-MyD88 inh = blocks human TLR9 binding to MyD88 | Q9NR96+Q99836 | CHO BLA complementation TLR9-MyD88, CCF4 FRET ratio | inhibition, % at 4.98 µM | 340,000 tested, 0.21% active;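 active = inhibition above the mean over all tested compounds plus 3 SD, cut at about 21% in these data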;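 note: 0% = DMSO only wells and 100% = clavulanate BLA inhibitor control wells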
# SRC2 inh = inhibits human steroid receptor coactivator 2; Q15596; HEK293 GAL4-SRC2 luciferase reporter, luminescence; inhibition, % at 9 µM; 370,000 tested, 0.17% active; AID 651957;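 active = inhibition above the mean inhibition of all tested compounds plus 3 SD, set per campaign, cut at about 52% in these data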;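 note: 0% = DMSO treated cells and 100% = cells given Gossypol at 36 µM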
# Target sequence (Q15596 whole entry, looked up, the tested form may be a part): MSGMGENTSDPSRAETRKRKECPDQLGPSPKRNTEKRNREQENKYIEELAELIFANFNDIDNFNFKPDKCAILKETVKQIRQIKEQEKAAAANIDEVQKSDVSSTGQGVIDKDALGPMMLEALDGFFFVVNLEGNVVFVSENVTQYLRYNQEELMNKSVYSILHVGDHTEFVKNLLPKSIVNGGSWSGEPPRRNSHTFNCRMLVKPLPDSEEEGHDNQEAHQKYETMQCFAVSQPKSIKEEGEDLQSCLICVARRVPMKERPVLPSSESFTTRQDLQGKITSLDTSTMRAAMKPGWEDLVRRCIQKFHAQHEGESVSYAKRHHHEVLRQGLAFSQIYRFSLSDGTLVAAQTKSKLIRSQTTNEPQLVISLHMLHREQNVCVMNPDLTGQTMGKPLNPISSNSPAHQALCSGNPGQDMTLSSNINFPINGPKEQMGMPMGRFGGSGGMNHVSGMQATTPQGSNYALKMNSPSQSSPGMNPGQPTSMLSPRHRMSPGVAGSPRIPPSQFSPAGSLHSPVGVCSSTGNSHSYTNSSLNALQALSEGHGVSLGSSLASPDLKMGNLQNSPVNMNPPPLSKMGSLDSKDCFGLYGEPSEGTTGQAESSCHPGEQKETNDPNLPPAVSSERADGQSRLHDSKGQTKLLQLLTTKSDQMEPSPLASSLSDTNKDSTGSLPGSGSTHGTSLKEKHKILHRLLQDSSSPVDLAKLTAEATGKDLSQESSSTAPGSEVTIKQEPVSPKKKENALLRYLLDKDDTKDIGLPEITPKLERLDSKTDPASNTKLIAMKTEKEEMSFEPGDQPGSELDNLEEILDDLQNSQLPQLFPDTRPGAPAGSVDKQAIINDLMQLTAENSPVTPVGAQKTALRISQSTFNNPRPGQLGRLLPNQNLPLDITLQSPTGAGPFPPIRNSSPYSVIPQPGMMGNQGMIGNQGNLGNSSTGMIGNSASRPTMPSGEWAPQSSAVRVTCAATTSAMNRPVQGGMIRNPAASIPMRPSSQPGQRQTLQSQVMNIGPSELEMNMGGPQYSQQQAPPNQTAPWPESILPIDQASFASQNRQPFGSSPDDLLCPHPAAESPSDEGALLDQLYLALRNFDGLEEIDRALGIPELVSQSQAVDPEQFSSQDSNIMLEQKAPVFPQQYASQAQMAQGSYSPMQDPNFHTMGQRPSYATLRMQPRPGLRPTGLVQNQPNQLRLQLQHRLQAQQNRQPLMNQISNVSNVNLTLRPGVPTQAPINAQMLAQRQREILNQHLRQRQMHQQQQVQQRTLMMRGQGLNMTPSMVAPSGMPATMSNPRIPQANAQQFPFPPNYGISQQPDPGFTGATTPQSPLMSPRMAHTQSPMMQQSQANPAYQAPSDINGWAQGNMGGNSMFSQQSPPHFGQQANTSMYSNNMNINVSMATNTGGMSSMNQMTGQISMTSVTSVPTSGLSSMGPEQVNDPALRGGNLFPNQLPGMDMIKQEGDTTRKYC
# TWEAK-Fn14 inh = inhibitors of TWEAK-Fn14 interaction signaling | TWEAK-stimulated Fn14 reporter cells, luciferase luminescence, 8 h | AID 1159606 | inhibition, % at 10 µM | 360,000 tested, 2% active; in the data active = inhibition above about 50%
# NCOA1 inh = inhibits human SRC1 coactivator; Q15788; HEK293 GAL4-SRC1 luciferase reporter, luminescence; inhibition, % at 3.6 µM; 360,000 tested, 0.12% active;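 active = inhibition above the campaign mean plus 3 SD, with each screening campaign given its own cutoff, cut at about 60% in these data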;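 note: 0% = DMSO treated cells and 100% = gossypol at 36 µM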
# NOD2-RIPK2 inh = blocks binding of human NOD2 to RIPK2; 360,000 tested, 0.38% active; CHO BLA complementation NOD2-RIPK2, CCF4 ratio; inhibition, % at 4.98 µM; AID 624267; O43353; in the data active = inhibition above about 21%;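 note: 0% = vehicle only and 100% = reference blocker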
# * hit, by the source's call; / = not tested or not shown.
SMILES,Granule exo inh,ABHD5 PLIN5 PPI,SRC3 inh,COUP-TFII inh,TROY NFkB inh,NR5A2 inv ag,TLR9-MyD88 inh,SRC2 inh,TWEAK-Fn14 inh,NCOA1 inh,NOD2-RIPK2 inh
Cc1ccc2c(c1)NC(=O)C(CC(=O)NCc1ccc(F)cc1)O2 (stereo not given),-5,1,-2,3,-8,8,4,7,7,-43,-13
C=CCOc1ccc(C=Nc2ccc(C)c(Cl)c2)c(O)c1,10,0,17,-1,6,-1,3,-3,15,2,3
CCOC(=O)Cn1nnc(-c2ccccc2)n1,-1,-8,24,-1,-7,-4,-6,11,-2,5,-11
O=Nc1c(O)n(Cc2ccc(Cl)cc2Cl)c2ccccc12,0,-2,-4,7,34,-14,33*,-15,18,-11,16
CC1C(O)=C(c2ccccc2)P(=O)(Cc2ccccc2)C1C (stereo not given),-7,4,/,-19,8,12,/,-34,-3,/,-8
COC(=O)N1CCCCC1c1cc(C(=O)NCc2ccccc2)no1 (stereo not given),-4,2,-4,-7,-9,7,/,1,30,1,-3
COc1ccc(Nc2nccc(-c3cccc(N)c3)n2)cc1,4,1,-82,11,28,-116,5,11,76*,-66,7
Cc1ccccc1OCCNc1ccc(C(F)(F)F)cc1[N+](=O)[O-],-5,-11,5,8,-26,-3,-9,-15,-26,-43,-5
COc1cc2c(cc1OC)/C(=C/C(=O)c1ccccc1F)NCC2,20,-5,-10,4,4,25,6,-10,-12,12,-9
CCc1cccc(CC)c1NC(=S)/C(=C(\[O-])c1ccc(Cl)s1)[n+]1ccccc1,-9,-4,15,-4,-12,-3,1,-1,5,-6,6
CN(C)c1ccc(NC(=O)c2ccc([N+](=O)[O-])cc2Cl)cc1,-2,7,-68,-33,-33,-128,0,-60,-50,-89,-10
Nc1nc(-c2ccccc2Cl)cs1,-5,-5,-51,-14,-43,-17,/,-29,-32,-50,-17
CC(C)NC(=O)c1ccccc1NC(=O)Cc1ccc([N+](=O)[O-])cc1,0,-2,4,3,-2,2,0,-31,-1,3,-12
O=C(NCCNC(=O)c1cnccn1)c1ccc(Cl)cc1,-5,6,9,-20,5,-11,8,-11,2,11,1
O=C(CSCc1ccc([N+](=O)[O-])cc1)NN=C1CCCCCC1,-1,2,8,-10,5,-2,7,-4,11,5,-3
CC(C)c1ccc(CN2CCC(C(=O)NCc3cccnc3)CC2)cc1,0,-2,-8,-6,3,-12,6,4,10,-1,-7
Cc1ccc(N2C(=O)c3ccc(C(=O)N4CCOCC4)cc3C2=O)cc1C,2,-5,11,-4,3,-14,-6,-11,3,13,9
O=C(NCCCN1CCOCC1)c1cc2cc(Br)ccc2oc1=O,-3,4,-12,0,-13,-3,-142,-14,-5,-9,-6
COC(=O)c1cnc(NNS(=O)(=O)c2ccc(Cl)cc2)nc1C(F)(F)F,-3,-5,-11,0,-20,16,/,-9,1,1,-6
CC(NC(=O)c1nn(C)c2c1CS(=O)(=O)c1ccccc1-2)c1ccccc1 (stereo not given),1,-1,16,-6,-5,-13,-15,-37,-11,5,-5
Cc1cc(Oc2ccc([N+](=O)[O-])cc2)nc(N2CCOCC2)n1,2,-6,-1,-9,5,10,-1,-23,2,3,-13
CCOC(=O)N/N=C/c1c[nH]c2ccccc12,-2,0,-6,-10,-1,11,-8,-50,-3,-12,-8
CN(C)CCOc1ccc(-c2c(-c3ccsc3)sc3ccccc23)cc1,1,29*,17,-19,-6,13,-3,26,-30,-3,11
Cc1cccc(N=Cc2[nH]c3ccc(Br)c(Cl)c3c2O)c1,0,-17,-16,5,-22,-8,4,-8,-10,-15,-19
CC(OC(=O)CCC(=O)c1ccc(Cl)s1)C(=O)NC1(C#N)CCCCC1 (stereo not given),2,0,-29,-11,26,11,1,11,-18,-13,1
O=C(C(=O)N1CCCC1CO)N1CCCC1CO (stereo not given),-2,-2,5,13,-27,-4,0,-5,11,5,-102
O=C(O)c1ccccc1C1Nc2ccccc2C(=O)N1CCCN1CCOCC1 (stereo not given),0,2,4,-11,6,-3,/,-4,5,0,-14
CCN(CC(=O)NC(C)(C)C)C(=O)c1cccc(S(=O)(=O)N2CC3(C)CC2CC(C)(C)C3)c1 (stereo not given),8,1,-4,-1,-15,-9,2,5,21,-2,-2
Cc1ccc(NC(=O)CCNS(=O)(=O)c2ccc3c(c2)c(=O)n(C)c(=O)n3C)cc1C,-3,-2,11,9,-15,11,-7,-11,9,-16,-2
COc1cc(CNc2cc(C)ccc2C)cc(OC)c1OC,-3,4,19,13,7,-25,1,4,16,6,0
O=C(COc1ccc(F)cc1)N1CCC(Cc2ccccc2)CC1,-1,-1,-2,/,-45,-4,-9,/,-14,3,-7
COC(=O)c1cc(COc2ccc3oc(C)c(C(=O)OC(C)C)c3c2)c(C)o1,4,-5,3,-20,6,-3,-2,-41,-60,-1,-5
O=C(NCCN1CCc2ccccc2C1)Nc1ccc(F)cc1,3,1,8,22,-2,3,-11,-29,-6,9,-4
O=C(COC(=O)c1ccccc1)NCC1COc2ccccc2O1 (stereo not given),2,-1,-14,8,-7,0,0,-5,5,9,1
COc1ccc(C(c2sc3nc(C)nn3c2O)N2CCC(C(N)=O)CC2)cc1OC (stereo not given),4,1,3,-22,14,-27,-1,6,4,-22,9
O=C(NCCc1ccccn1)c1cc(-c2ccc(Cl)c(Cl)c2Cl)nc2ccccc12,14,10,28,12,21,31,-2,18,49,-5,14
CCN1CCN(c2ccc(S(=O)(=O)N3CCOCC3)cc2N)CC1,6,-3,15,-3,-21,11,-1,-6,-3,11,1
CCCCN(CCCNC(=O)c1c(C)cc(=O)oc1C)c1ccccc1,1,-5,4,7,-10,-14,-1,-28,-18,-7,-5
COc1cc(-c2nc(C(=O)NCC3CCCO3)cc3c2[nH]c2ccccc23)cc(OC)c1OC (stereo not given),0,-5,8,-19,-8,45,-8,5,59*,9,-13
O=C1CN(C(=O)c2cccc(F)c2)C(c2ccc(F)cc2)c2cc(F)ccc2N1 (stereo not given),2,-2,15,12,-2,8,-4,11,15,5,-11
CCN(CC)c1ccc(NC(=O)Cn2c(C(C)NC(=O)c3ccccc3)nc3ccccc32)cc1 (stereo not given),-2,4,-3,1,7,4,-6,-9,-20,3,-2
COc1cc(NC(=O)c2cc3c(C)nc4ccccc4c3o2)cc(OC)c1OC,-2,7,17,-4,0,25,4,-14,12,14,-9
CCOc1ccc(CCNC(=O)CCNC(=O)c2ccco2)cc1OCC,-8,7,3,5,-2,12,5,-8,4,4,-15
O=C(Cn1cnc2c(nnn2-c2ccc(F)cc2)c1=O)NCc1ccco1,-3,1,11,/,4,7,2,/,-1,9,-6
CC1CCC(NC(=O)c2cc(C3CC3)nn2-c2ccccc2)CC1 (stereo not given),36,-8,-1,11,-7,6,-5,9,-12,0,4
COc1ccc(/C=C(\C#N)C(=O)OCC(=O)NC(C)c2ccccc2)cc1 (stereo not given),-4,-1,18,7,10,-7,-3,-1,-5,-17,-5
CC(=O)c1ccc(NC(=S)NCCc2cccc(Cl)c2)cc1,8,-2,-88,-32,-38,-147,-1,-19,15,-85,4
C[C@@H]1CN([C@@H](C)CO)S(=O)(=O)c2ccc(Br)cc2O[C@@H]1CN(C)S(=O)(=O)c1cn(C)cn1,-1,0,-23,10,2,-13,-7,22,-12,-8,-2
Cc1ccc(C)c2sc(N)nc12,2,1,11,29,4,12,3,20,5,16,-5
COc1ccccc1C(=O)NCCCNC(=O)c1ccccn1,-5,-11,-20,-11,-3,-8,4,-2,8,-20,-6

# Part of the list above in another layout:
CC(=O)c1ccc(NC(=S)NCCc2cccc(Cl)c2)cc1
  Granule exo inh: 8
  ABHD5 PLIN5 PPI: -2
  SRC3 inh: -88
  COUP-TFII inh: -32
  TROY NFkB inh: -38
  NR5A2 inv ag: -147
  TLR9-MyD88 inh: -1
  SRC2 inh: -19
  TWEAK-Fn14 inh: 15
  NCOA1 inh: -85
  NOD2-RIPK2 inh: 4
C[C@@H]1CN([C@@H](C)CO)S(=O)(=O)c2ccc(Br)cc2O[C@@H]1CN(C)S(=O)(=O)c1cn(C)cn1
  Granule exo inh: -1
  ABHD5 PLIN5 PPI: 0
  SRC3 inh: -23
  COUP-TFII inh: 10
  TROY NFkB inh: 2
  NR5A2 inv ag: -13
  TLR9-MyD88 inh: -7
  SRC2 inh: 22
  TWEAK-Fn14 inh: -12
  NCOA1 inh: -8
  NOD2-RIPK2 inh: -2

# The listing continues.
SMILES,Granule exo inh,ABHD5 PLIN5 PPI,SRC3 inh,COUP-TFII inh,TROY NFkB inh,NR5A2 inv ag,TLR9-MyD88 inh,SRC2 inh,TWEAK-Fn14 inh,NCOA1 inh,NOD2-RIPK2 inh
CCCCCC(=O)N1C[C@@H](O)[C@H](n2cc(-c3ccc(F)cc3)nn2)C[C@@H]1c1ccc(OC)cc1,-5,-13,5,23,-2,-21,2,21,-2,-43,-2
Cc1cc(=O)n2c(nc3ccccc32)s1,7,-6,-19,3,-34,-38,-13,-32,-25,-8,1
CCCC(=O)Nc1ccc(C#Cc2ccccc2)cc1,-2,-1,-171,-36,-70,-134,7,-61,-74,-137,8
Cc1ncc(CN2CCCC(CCC(=O)NCc3ccccc3F)C2)s1 (stereo not given),-1,-5,-2,-13,1,19,-5,-33,9,-19,-12
CC(C)c1ccc(NC(=O)C2CCC(CNC(=O)[C@@H]3Cc4ccccc4CN3)CC2)cc1 (stereo not given in full),7,1,-8,18,-10,4,-2,3,0,-2,4
COc1ccc(NC(=O)c2ccc(NC(=O)CN3CCN(c4ccc(O)cc4)CC3)cc2)cc1,-3,-1,-26,-5,-8,-39,0,-25,-44,-30,-2
O=[N+]([O-])c1ccc(/C=N/NC(=S)Nc2ccc(Cl)cc2Cl)s1,94*,-5,5,4,47,22,6,1,4,4,-12
Cn1cc(CC(=O)NC2CCCCC2)c2ccccc21,-10,-4,9,-2,-21,-13,3,-5,1,6,-3
Cc1ccc(-c2cc(N)n(-c3ccc(C)cc3)n2)cc1,10,-6,-63,-33,-66,-55,11,-60,-14,-94,-5
CC(C)(Oc1ccc(Cl)cc1)C(=O)O,-2,4,0,-12,6,-8,-3,-2,0,-10,-2
Cc1ccc2nc(-c3ccc(F)cc3)c(CC3CCCCC3)n2c1,-6,12,/,-36,-73,-98,/,-43,19,/,-6
Cc1ccc2oc(=O)c(-c3ccc(O)cc3)c(C)c2c1,2,-1,-35,-28,-26,1,-3,-29,-23,-43,-3
CC(=O)c1oc2ccccc2c1N,4,1,-2,-11,-17,-6,-14,10,4,-27,6
CC(C)NC1CS(=O)(=O)CC1O (stereo not given),-2,4,-4,2,-18,2,-1,2,1,0,-10
O=c1[nH]c2ccc(NC(=S)Nc3ccccc3Cl)cc2[nH]1,3,-3,11,3,5,26,-1,-9,-10,-8,-11
CCOc1ccc(CN2C(=O)c3ccccc3C2C(=O)NC(C)CC)cc1OC (stereo not given),-2,3,-6,-22,0,5,-8,13,7,-1,-8
CCOC(=O)C(C(=O)OCC)C(CC(=O)C1CC1)c1ccccc1 (stereo not given),-2,-8,18,7,-15,-10,-4,5,-3,-4,3
Cc1ccccc1C(=O)NNC(=O)CSc1nnc(C)n1-c1ccccc1,9,2,1,-7,9,3,-8,-15,-11,3,3
C=CCc1cc(OC)ccc1OCCN(C)Cc1ccccc1,2,-3,19,5,-7,2,-1,12,2,-1,-11
Cc1cccc(NC(=O)c2cccc(NC(=O)c3ccco3)c2)c1C,-3,-1,17,-3,-17,2,-1,-2,-19,3,-14

# Compound activity deposited in PubChem by several laboratories.

# This is a subset; rates above refer to the full screens.
